MKP-1 inh: MKP-1 phosphatase inhibitors, primary screen, biochemical, in vitro. Dual specificity protein phosphatase 1 (Homo sapiens), P28562. recombinant MKP-1, OMFP hydrolysis fluorescence. inhibition, %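 (compounds tested at a single concentration somewhere between 10 and 100 µM)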. 65,000 tested, 0.15% active. AID 374, 2006;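 active = inhibition above about 50%, limit read from the data; inconclusive = inhibition over screen mean plus 3 SD, below that limit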;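 also: 0% = DMSO max control wells and 100% = wells with enzyme stopped by NaOH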
JNK3 blocker: JNK3 kinase activity inhibitors, primary screen, biochemical, human, purified enzyme | Mitogen-activated protein kinase 10 (Homo sapiens), P53779 | 60,000 tested, 0.61% active | inhibition, % at 8 µM | HTS; in the data active = inhibition above about 17%;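 also: 0% = DMSO and 100% = reference inhibitor; many of its hits are not listed in these tables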
PKA inh: inhibitors of human PKA kinase activity, primary screen, biochemical, ATP-depletion luminescence, Kemptide substrate; cAMP-dependent protein kinase catalytic subunit alpha (Homo sapiens), P17612; PKA Kemptide phosphorylation, Kinase-Glo ATP luminescence; inhibition, % at 6 µM; 65,000 tested, 0.1% active; AID 524, 2006;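 active = inhibition above the screen-wide mean inhibition plus 3 SD, cut at about 21% in these data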; also: many of its hits are not listed in these tables
TNAP act DEA: human TNAP enzyme activators, primary screen, biochemical, luminescent, intermediate phosphate acceptor level; purified TNAP, CDP-star luminescence, 100 mM DEA, 30 min; active compounds read high; scale: 0 levamisole-inhibited, 1 vehicle-only enzyme; Alkaline phosphatase, tissue-nonspecific isozyme (Homo sapiens), P05186; activation factor at 20 µM; 64,000 tested, under 10 active;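 active = activation factor of at least 2 at 20 µM, relative to controls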
Jurkat viability: cytotoxicity toward Jurkat T cells, primary screen, cytotoxicity control, cell-based, Jurkat E6.1, 60K MLSMR library | 56,000 tested, 1.2% active | inhibition, % at 4 µM | Jurkat E6.1 viability, ATP luminescence, 48 h;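 active = inhibition above the mean inhibition of all tested compounds plus 3 SD, cut at about 28% in these data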
Cdc25B block: inhibitors of Cdc25B phosphatase catalytic domain, primary screen, biochemical, OMFP fluorescence. M-phase inducer phosphatase 2 (Homo sapiens), P30305. recombinant Cdc25B, OMFP fluorescence Ex485/Em525. inhibition, %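 (compounds tested at 10 µM final in the well)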. 65,000 tested, 0.1% active. AID 368, 2006; in the data active = inhibition above about 50%
ROCK2 blocker: inhibitors of human ROCK2 kinase, primary screen, biochemical, high-throughput, luminescence | Rho-associated protein kinase 2 (Homo sapiens), O75116 | purified ROCK2, Kinase-Glo ATP depletion luminescence | inhibition, % at 6 µM | 60,000 tested, 0.35% active | AID 604, 2007;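 active = inhibition above the screen-wide mean inhibition plus 3 SD, cut at about 18% in these data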;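 also: plate controls were DMSO wells for no effect and Y-27632 control wells after no-enzyme background subtraction for full effect; many of its hits are not listed in these tables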
Target sequence (O75116 whole entry, looked up): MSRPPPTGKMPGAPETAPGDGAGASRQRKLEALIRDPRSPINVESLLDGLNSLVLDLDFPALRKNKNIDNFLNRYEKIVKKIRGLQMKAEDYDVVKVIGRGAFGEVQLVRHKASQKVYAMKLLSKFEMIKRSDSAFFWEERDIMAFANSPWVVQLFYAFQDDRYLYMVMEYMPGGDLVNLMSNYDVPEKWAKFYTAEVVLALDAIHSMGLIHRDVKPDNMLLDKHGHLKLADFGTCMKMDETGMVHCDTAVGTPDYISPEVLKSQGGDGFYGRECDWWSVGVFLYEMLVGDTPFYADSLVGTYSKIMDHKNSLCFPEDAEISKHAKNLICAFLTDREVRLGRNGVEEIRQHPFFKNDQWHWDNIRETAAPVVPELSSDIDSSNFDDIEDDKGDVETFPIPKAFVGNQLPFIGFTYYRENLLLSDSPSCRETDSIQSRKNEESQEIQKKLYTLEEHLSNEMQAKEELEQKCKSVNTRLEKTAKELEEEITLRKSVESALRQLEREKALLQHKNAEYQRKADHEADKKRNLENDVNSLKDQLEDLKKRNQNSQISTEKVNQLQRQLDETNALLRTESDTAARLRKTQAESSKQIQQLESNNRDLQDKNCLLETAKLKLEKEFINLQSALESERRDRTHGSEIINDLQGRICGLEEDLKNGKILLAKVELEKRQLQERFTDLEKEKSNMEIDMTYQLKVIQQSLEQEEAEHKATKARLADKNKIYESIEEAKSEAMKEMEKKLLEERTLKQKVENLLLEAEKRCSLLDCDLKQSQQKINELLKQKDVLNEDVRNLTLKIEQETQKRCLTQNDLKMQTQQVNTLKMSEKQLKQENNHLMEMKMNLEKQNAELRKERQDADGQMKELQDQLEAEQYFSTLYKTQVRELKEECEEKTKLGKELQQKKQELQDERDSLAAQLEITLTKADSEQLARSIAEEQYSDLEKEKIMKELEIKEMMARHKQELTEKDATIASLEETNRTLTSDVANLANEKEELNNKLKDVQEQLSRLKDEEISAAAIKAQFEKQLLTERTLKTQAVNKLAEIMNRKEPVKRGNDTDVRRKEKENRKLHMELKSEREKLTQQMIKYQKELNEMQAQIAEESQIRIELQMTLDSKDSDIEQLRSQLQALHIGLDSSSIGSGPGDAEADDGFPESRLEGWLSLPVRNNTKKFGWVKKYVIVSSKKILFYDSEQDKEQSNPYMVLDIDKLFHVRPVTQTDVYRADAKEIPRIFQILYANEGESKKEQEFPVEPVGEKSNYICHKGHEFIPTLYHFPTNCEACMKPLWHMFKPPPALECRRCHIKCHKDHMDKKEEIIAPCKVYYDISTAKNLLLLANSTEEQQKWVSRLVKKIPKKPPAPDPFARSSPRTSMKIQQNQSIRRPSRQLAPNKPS
HEK293 NFkB inh: inhibitors of PMA/ionomycin-induced NF-kB reporter, primary screen, antigen receptor NF-kB inhibitor project, cell-based, HEK-293 luciferase reporter, luminescence | HEK-293 NF-kB luciferase reporter | inhibition, % at 3 µM | 62,000 tested, 0.21% active | AID 465, 2006;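 active = inhibition above the mean of all tested compounds plus 3 SD, cut at about 40% in these data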;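 also: 0% = stimulated DMSO wells and 100% = 10 µM reference inhibitor 5653914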
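System – HEK-293 cells with stable firefly luciferase reporter driven by four HIV NF-kB elements · Doses – one dose, 3 µM · Schedule – 1 h compound pre-incubation, 16 h PMA/ionomycin at 37 °C · Technique – luminescence from luciferase substrate reagent · Measure – percent inhibition normalized per plate to DMSO and reference-inhibitor controls · Replicates – tested once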
MMP13 inh: human MMP13 inhibitors, primary screen, biochemical, FRET peptide cleavage | Collagenase 3 (Homo sapiens), P45452 | MMP-13 fTHP FRET cleavage, Mca fluorescence | inhibition, % at 4 µM | 65,000 tested, 0.07% active | AID 570, 2006;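 active = inhibition above the mean of compound-free control plate wells plus 3 SD, cut at about 14% in these data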;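 also: 0% = DMSO wells and 100% = wells with reference MMP-13 inhibitor after basal subtraction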
The depositor's hits bear a star; ? = inconclusive; / = not tested or not shown; [ ] = remark or other dose.

SMILES	MKP-1 inh	JNK3 blocker	PKA inh	TNAP act DEA	Jurkat viability	Cdc25B block	ROCK2 blocker	HEK293 NFkB inh	MMP13 inh
COc1ccc(C2CC(=O)c3c([nH]c(C(=O)OC(C)C)c3C)C2)cc1OC (configuration not stated)	4.7	/	11.5	0.9	/	-0.7	/	10.8	5.1
COc1ccc(-c2noc(-c3ccccc3C(=O)Nc3cccc(OC)c3)n2)cc1	-15.2	-5.1	10.2	0.9	-1.8	2.9	5.8	12.4	2.5
COc1ccc(CN2CN(C(C)C)CSC2=S)cc1	-5.1	/	-6.2	0.8	/	1.3	/	17.4	1.0
CN1CC=C2C(C#N)=C(N)C(C#N)(C#N)[C@H](c3cccc(Cl)c3)C2C1 (some centres not stated)	-0.5	-6.0	1.1	0.9	/	-16.2	-7.8	/	-30.1
Cc1occc1C(=O)Nc1ccc2c(c1)CCC2	2.0	-4.4	-7.2	0.9	9.9	-4.8	-15.7	-37.2	0.1
Cc1cc(C)n2nc(Cc3ccccc3)nc2n1	-5.3	5.0	-0.9	0.9	0.8	-4.7	2.7	11.0	-1.7
COC(=O)c1ccc2c(c1)NC(=O)C1CCCN21 (configuration not stated)	37.6	-10.4	-3.0	0.9	6.7	19.5	1.3	15.9	-110.0
Cc1ccc(SCc2nc(-c3ccncc3)no2)cc1	-6.8	0.7	20.9*	0.9	3.6	-10.5	24.3*	22.0	5.9
Cc1ccc(S(=O)(=O)N2c3ccc(S(N)(=O)=O)cc3CC2C)cc1 (configuration not stated)	-0.8	0.8	-2.1	0.9	-4.0	1.3	-1.7	8.5	5.5
COc1ccc(-c2ccc(=O)n(CC(=O)N3CCN(c4ccccc4OC)CC3)n2)cc1	30.7	-4.0	7.3	0.9	2.1	-4.2	5.4	3.4	2.4
CCSc1nnc(NC(=O)C(CC)(C(F)(F)F)C(F)(F)F)s1	-13.5	-8.8	5.0	0.8	/	-16.1	-7.1	/	0.7
CCOCCCNC(=O)C1c2ccccc2C(=O)N2CCc3ccccc3C12 (configuration not stated)	5.5	3.7	11.6	1	0.6	-23.2	4.4	26.4	0.2
COc1ccc(CN(Cc2ccncc2)C(=O)CCC(=O)O)cc1	-5.3	-0.8	-4.6	0.9	4.8	-12.1	-7.3	11.5	5.1
O=C1CCCN1CN(C(=O)c1ccc2c(c1)OCO2)c1ccc(F)cc1	0.0	-4.0	9.3	1	-0.5	2.8	3.7	3.2	-2.9
CCOc1c(OC)cccc1C1CC(=O)Nc2cc3c(cc21)OCCO3 (configuration not stated)	11.6	-2.4	-6.0	0.9	9.2	0.5	-1.0	7.8	-0.4
COc1ccc(Cc2nnn(CC(=O)O)n2)cc1	-1.7	0.0	9.4	0.9	2.2	12.1	6.9	2.5	-0.5
Cc1ccc(C)c(Cn2c(C(C)O)nc3ccccc32)c1 (configuration not stated)	-17.0	6.0	7.2	1	2.5	-4.9	1.0	-6.8	1.6
CC(C)Cn1c(SCc2nnc(-c3cccs3)o2)nc(O)cc1=O	-0.2	0.6	0.8	1	-4.6	-10.1	1.0	17.9	-4.1
O=C(CSc1nc2nc(-c3cccs3)cc(C(F)(F)F)c2c(=O)[nH]1)NCc1ccco1	39.2	-1.2	1.4	0.9	9.5	-10.7	0.0	6.9	-399.9[fluorescence artefact?]
CCOC(=O)C1=C2N(C)c3ccccc3N2CCC1=O	-1.9	-1.8	-8.7	0.9	-0.1	-13.5	-1.8	7.5	4.2
COc1c(S(=O)(=O)N2CCCC2)ccc(Cl)c1Cl	-12.0	-10.1	-0.8	1	16.3	6.6	-12.7	-1.3	4.0
O=C(CCCCn1c(=O)[nH]c2ccccc2c1=O)NCCC1=CCCCC1	12.7	-0.3	8.1	1	1.5	-9.3	0.2	20.2	-1.4
Cc1ccc2nsnc2c1S(=O)(=O)N1CCCC1	16.7	0.3	11.2	0.9	-3.9	4.4	5.0	8.7	5.6
CCc1nc(N)c(C#N)c(-c2cccn2C)c1C	10.6	-2.2	2.6	/	-2.9	0.3	-2.4	4.7	-1.8

Arranged by the number under MMP13 inh (ascending): some entries from above.
SMILES	MKP-1 inh	JNK3 blocker	PKA inh	TNAP act DEA	Cdc25B block	ROCK2 blocker	MMP13 inh
CC(C)Cn1c(SCc2nnc(-c3cccs3)o2)nc(O)cc1=O	-0.2	0.6	0.8	1	-10.1	1.0	-4.1
O=C(CCCCn1c(=O)[nH]c2ccccc2c1=O)NCCC1=CCCCC1	12.7	-0.3	8.1	1	-9.3	0.2	-1.4
COc1ccc(Cc2nnn(CC(=O)O)n2)cc1	-1.7	0.0	9.4	0.9	12.1	6.9	-0.5
Cc1ccc(C)c(Cn2c(C(C)O)nc3ccccc32)c1 (configuration not stated)	-17.0	6.0	7.2	1	-4.9	1.0	1.6

(cont.)
SMILES	MKP-1 inh	JNK3 blocker	PKA inh	TNAP act DEA	Jurkat viability	Cdc25B block	ROCK2 blocker	HEK293 NFkB inh	MMP13 inh
Cc1c(C(=O)NCCCN2CCCC2=O)oc2ccc(S(=O)(=O)N3CCOCC3)cc12	13.7	/	1.2	0.9	/	-19.7	/	20.7	4.6
COc1ccc(S(=O)(=O)Cc2ccc(C(=O)N3CCN(c4ncccn4)CC3)o2)cc1	0.0	-2.4	3.5	0.9	9.2	-11.1	3.6	3.9	-1.1
CCN(CC)CC(=O)c1ccc(-c2ccccc2)cc1	-0.4	-2.8	6.2	1	-9.8	-11.9	5.9	4.9	-13.0
CCOc1cc2[nH]c(=O)n(CCC(=O)N3CCN(c4ccccc4OC)CC3)c(=O)c2cc1OCC	?	-6.7	-2.8	0.9	2.6	0.7	-1.5	16.2	-2.7
CCN(CCCNC(=O)CN(C)S(=O)(=O)c1ccc2c(c1)CCC(=O)N2)c1cccc(C)c1	31.6	-6.8	4.3	/	-1.2	-10.5	1.3	26.0	-0.2
c1ccc(CCn2nnnc2CN2CCc3ccccc32)cc1	7.7	0.8	5.0	1	-1.8	-1.3	2.3	19.1	-2.9
CC1(C)Oc2ccc(C(=O)NC3CCCC3)cc2N(CC(=O)NC2CCCC2)C1=O	20.6	/	-0.5	1	/	5.6	/	14.6	-1.4
CCOc1ccccc1N(C(=O)c1ccco1)C(C(=O)NC1CCCC1)c1cccnc1 (configuration not stated)	12.0	0.0	-1.1	0.9	-3.8	-8.1	4.3	11.3	-5.6
CCCCN(Cc1cc2cc(OC)ccc2[nH]c1=O)C(=O)c1ccccn1	11.6	4.7	2.7	0.9	1.6	-20.5	3.1	6.2	-28.5
CCN(CC(=O)NCc1cccs1)c1ccc(S(=O)(=O)N2CCOCC2)cn1	3.7	6.9	5.3	0.9	1.0	-7.4	5.2	3.7	-3.3
COc1cccc(OCC(=O)NC2CCCCC2)c1	10.8	4.4	-1.5	0.9	-2.7	-8.4	2.3	8.2	-4.5
O=C(CN1C(=O)C2(OCCO2)c2ccccc21)c1ccc(Br)cc1	29.9	/	2.4	0.9	/	-0.4	/	3.2	-2.1
COc1ccc(NC2CC(=O)N(c3cccc(C)c3)C2=O)cc1 (configuration not stated)	21.1	1.2	13.3	0.8	-4.7	-8.3	2.7	5.1	4.7
O=C(CSc1n[nH]c(-c2ccc(S(=O)(=O)N3CCCCC3)cc2)n1)Nc1nccs1	-26.3	0.0	3.2	1.1	6.7	0.2	-1.0	2.7	-32.1
CCOCC(=O)Nc1cc(OC)c(Cl)cc1OC	2.8	/	5.6	1	/	-2.4	/	27.1	6.7
CCOC(=O)Cn1nnnc1CN(Cc1ccc(OC)cc1)Cc1cc2cc(CC)ccc2[nH]c1=O	21.0	-0.4	-8.4	0.9	-1.0	-7.7	3.9	1.1	-2.0
CC1Cc2nc(SCC(=O)N3CCOCC3)n(-c3ccccc3)c(=O)c2S1 (configuration not stated)	-12.9	8.3	6.5	0.9	-3.7	-3.0	6.2	12.2	2.3
NS(=O)(=O)c1ccc(NC(=O)CSC2=NC(=O)C(c3ccccc3)C(=O)N2)cc1 (configuration not stated)	3.1	-1.7	7.9	0.9	-0.3	-1.7	4.9	-5.9	2.7
O=C1C(=O)N(CCN2CCOCC2)C(c2ccccn2)/C1=C(/O)c1ccccc1 (configuration not stated)	-10.3	0.9	5.5	0.9	/	-2.7	-6.0	/	1.9
CCC(C)(C)n1c(=O)[nH]c2c(c1=O)CCC2	-9.8	-2.2	0.7	0.9	1.1	4.5	1.3	7.5	3.9
CCCCCOC(=O)Cn1c(=O)oc2ccccc21	4.6	2.6	4.5	0.9	9.1	-9.8	2.6	8.3	-0.3
O=C(COc1ccc2c(c1)CCC2)N1CCc2ccccc21	1.4	-2.4	-1.8	0.9	6.0	4.2	1.4	-4.1	0.0
O=C(C1CCCN(S(=O)(=O)c2cccs2)C1)N1CCC(N2CCCCC2)CC1 (configuration not stated)	-1.5	-1.4	-6.0	0.9	-3.2	-8.9	-0.1	17.6	0.5
CCn1c2ccccc2c2nnc(SCN3C(=O)c4ccccc4C3=O)nc21	17.9	6.8	11.7	0.8	3.8	-4.6	7.6	12.0	7.0
COc1ccc(OC)c(C2C(C(C)=O)=C(O)C(=O)N2CCC(=O)O)c1 (configuration not stated)	-14.9	-4.5	12.4	0.9	-5.6	10.1	8.0	8.2	3.6
CC(C)(C)N1C(=O)c2ccc(C(=O)O)cc2C1=O	10.2	3.7	7.9	0.9	-2.0	-2.9	4.3	-3.1	0.6
Cc1cc(C(=O)OCC(=O)Nc2ccc(F)cc2)c(C)o1	7.8	/	-5.8	0.9	/	-1.3	/	13.0	0.9
O=C(CCSc1ccccc1)NCC1CCCO1 (configuration not stated)	5.2	-9.4	-2.4	0.9	1.9	-5.0	0.4	-3.5	2.8
COc1ccc(OC)c(N(CC(=O)NCc2ccccn2)S(C)(=O)=O)c1	0.6	-1.8	-6.4	0.9	-0.7	3.9	-2.9	6.0	1.7
O=C(c1cc(C2CC2)on1)N1CCN(c2ccc(F)cc2)CC1	8.8	-0.8	8.5	1	5.0	-11.9	9.6	13.2	-3.6
Cc1ccc2cc(-c3noc(C4CCCCC4)n3)c(=O)[nH]c2c1	4.7	1.1	8.3	0.9	-12.0	-2.8	8.9	-0.3	-7.3
O=S(=O)(c1cccc(-n2cnnn2)c1)N1CCOCC1	12.6	/	7.4	0.9	/	-7.4	/	8.8	0.3
COc1cc(C)c2occ(/C(C)=N\O)c2c1	5.9	0.3	8.9	1	-4.3	3.2	5.8	18.0	2.1
COCCn1nnnc1C(c1ccc(OC)c(OC)c1)N1CCc2ccccc21 (configuration not stated)	16.1	4.5	-5.0	0.8	-8.0	18.6	2.4	20.9	-6.1
Cc1cc(C)nc(NS(=O)(=O)c2ccc(Br)s2)c1	5.6	2.6	-5.0	1	3.4	1.6	1.7	13.4	2.4
COc1ccc(CCCc2nnc(SCC(=O)Nc3nc(C)cs3)n2C)cc1	1.5	1.8	2.1	0.9	-10.7	-7.1	5.4	5.7	-4.5

As entered above.
`COc1ccc(OC)c(N(CC(=O)NCc2ccccn2)S(C)(=O)=O)c1` in Cdc25B block has 3.9
`COc1ccc(OC)c(C2C(C(C)=O)=C(O)C(=O)N2CCC(=O)O)c1` (configuration not stated) in TNAP act DEA has 0.9

Screening results as filed in PubChem BioAssay.
